TAAR1 antag: human TAAR1 antagonists, primary screen, Fluo-8 calcium fluorescence, CHO RD-HGA16 cells | AID 624466, 2012 | 360,000 compounds, 1.5% hits | inhibition, % at 3 µM | antagonist | Trace amine-associated receptor 1 (Homo sapiens), Q96RJ0;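 active = inhibition above a per-plate cutoff, the mean inhibition of test compounds on that plate plus 3 SD, cut at about 49% in these data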;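 also: 0% = DMSO plus EC80 beta-PEA response and 100% = DMSO alone without agonist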
Target sequence (Q96RJ0 whole entry, looked up): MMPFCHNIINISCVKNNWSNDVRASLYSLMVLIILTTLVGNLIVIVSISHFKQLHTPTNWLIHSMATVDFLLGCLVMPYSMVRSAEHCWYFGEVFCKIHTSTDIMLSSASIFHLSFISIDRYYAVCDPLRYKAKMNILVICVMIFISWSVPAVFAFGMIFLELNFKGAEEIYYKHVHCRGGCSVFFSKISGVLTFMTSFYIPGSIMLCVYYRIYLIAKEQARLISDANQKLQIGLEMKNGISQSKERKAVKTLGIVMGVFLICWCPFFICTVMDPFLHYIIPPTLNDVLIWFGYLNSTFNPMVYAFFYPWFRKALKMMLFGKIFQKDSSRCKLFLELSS
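System: RD-HGA16 CHO cells with stable hTAAR1 and Gα16 | Probe or stimulus: EC80 β-phenethylamine stimulus | Dosing: 3 µM, single point | Times: Dye loading 75 min at 37 °C, then 30 min room temperature | Measured by: Fluo-8 calcium-sensitive fluorescence | Read-out basis: % inhibition of agonist calcium response | Replicates: n of 1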
OXTR ag: human OXTR agonists, primary screen, fluorescence, CHO-OTR cells, Fluo-8 calcium; AID 2435, 2010; Fluo-8 calcium fluorescence; normalized: DMSO 0%, oxytocin 100%; 320,000 compounds, 0.32% hits; activation, % at 3 µM; Oxytocin receptor (Homo sapiens), P30559;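 active = activation above the mean of all tested compounds plus 3 SD, cutoff set per screening run, cut at about 20% in these data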;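 also: peak over basal fluorescence ratio from a 100 s FLIPR kinetic read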
M1 ag parental: counter-screen for M1 agonists: effect in parental CHO-K1 cells; Fluo-8 calcium fluorescence; scaled to maximal ATP response, vehicle zero; activation, % at 3 µM; 360,000 compounds, 0.48% hits; AID 602248, 2012; in the data active = activation above about 15%;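 also: untransfected CHO-K1 host cells lacking M1 receptor as counterscreen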
CHO-K1 Ca PAM: nonselective calcium activators in parental CHO-K1 cells, primary screen, counter-screen for M1 PAM project, cell-based, Fluo-8 calcium fluorescence, full deck, 1536-well. activation, % at 3 µM. AID 602247, 2012. 360,000 compounds, 0.02% hits. ATP EC20; 0% at ATP EC20, 100% at ATP max;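 active = activation above the run cutoff, the mean activation of all test compounds plus 3 SD, cut at about 40% in these data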;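 also: peak over basal fluorescence ratio in a 140 s read after ATP addition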
OXTR potentiate: human OXTR potentiators, primary screen, fluorescence, CHO-OTR cells, Fluo-8 calcium; Fluo-8 calcium fluorescence, potentiator mode; 0% = oxytocin EC15, 100% = EC100; activation, % at 3 µM; AID 2445, 2010; 320,000 compounds, 0.061% hits;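 active = activation above that plate's cutoff, the mean activation of tested compounds plus 3 SD, cut at about 6.6% in these data, passing the limit was not always enough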;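 also: 100% uses oxytocin at 75 nM as the full agonist control; some results filed as inactive read as strong as hits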
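Material: CHO-OTR cells, human receptor; compound dosing: single dose, 3.0 µM nominal final compound concentration; schedule: 6 min compound pre-incubation at room temperature, 100 s kinetic read; measured by: kinetic Fluo-8 calcium fluorescence; read-out basis: % activation vs EC15 and EC100 oxytocin; controls: EC15 oxytocin alone as 0%, 75 nM oxytocin as 100%; replicates: singlicate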
V1R ag counter: agonists of human V1a receptor, primary screen, counter-screen for OXTR agonist project, fluorescence, CHO-V1R cells; 320,000 compounds, 0.25% hits; AID 2797, 2010; activation, % at 3 µM; Fluo-8 calcium fluorescence, agonist mode; 0% DMSO, 100% 3 nM vasopressin;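 active = activation above the mean activation of all tested compounds plus 3 SD, per screening run, cut at about 20% in these data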;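 also: signal is peak over basal fluorescence ratio across a 100 second FLIPR read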
Target sequence (P37288 whole entry, looked up): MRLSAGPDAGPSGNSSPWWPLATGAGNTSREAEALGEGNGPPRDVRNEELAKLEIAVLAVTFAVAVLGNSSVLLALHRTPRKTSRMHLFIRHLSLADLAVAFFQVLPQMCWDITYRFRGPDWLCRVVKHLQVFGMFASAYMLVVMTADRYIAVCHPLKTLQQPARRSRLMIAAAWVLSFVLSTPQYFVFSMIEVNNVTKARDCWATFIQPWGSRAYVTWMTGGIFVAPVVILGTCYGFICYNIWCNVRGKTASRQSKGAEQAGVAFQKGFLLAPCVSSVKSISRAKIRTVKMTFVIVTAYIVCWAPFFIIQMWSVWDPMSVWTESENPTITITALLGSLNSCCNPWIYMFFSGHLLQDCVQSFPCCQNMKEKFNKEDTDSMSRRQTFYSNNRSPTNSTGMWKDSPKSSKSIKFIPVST
CHO-K1 Ca antag: M1 antagonist counterscreen hit in parental CHO-K1 cells; ATP-induced calcium, Fluo-8 fluorescence; inhibition, % at 3 µM; 360,000 compounds, 0.6% hits; AID 602250;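 active = inhibition above a per-plate cutoff, the plate's mean sample inhibition plus 3 SD, cut at about 24% in these data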;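 also: 0% = DMSO plus EC80 ATP and 100% = DMSO alone without ATP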
CHO parental Ca: ATP-evoked calcium signal inhibitors, parental CHO, primary screen, counter-screen for OX1R antagonist project, cell-based, fluorescence, Fluo-8 calcium dye | parental CHO-K1, ATP-induced calcium, Fluo-8 fluorescence | inhibition, % at 5.6 µM | 330,000 compounds, 0.63% hits | AID 463079, 2010;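 active = inhibition above that plate's mean sample inhibition plus 3 SD, cut at about 26% in these data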;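 also: 0% = ATP-challenged DMSO wells and 100% = DMSO wells without ATP; some compounds past the cut are filed as inactive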
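Material: Parental CHO cells | Reagent: ATP | Compound dosing: Single nominal dose of 5.6 µM per compound | Detection: Intracellular calcium via Fluo-8 no-wash fluorescent dye | Read-out: % inhibition of ATP-induced calcium mobilization | Benchmarks: Low control ATP plus DMSO, high control DMSO only | Replicates: Singlicate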
GPR7 antag: GPR7 receptor antagonists, primary screen, cell-based, fluorescence, single concentration. AID 1861, 2009. 290,000 compounds, 1.1% hits. GPR7-expressing cells, fluorescence antagonist assay. Neuropeptides B/W receptor type 1 (Homo sapiens), P48145. inhibition, % at 4.4 µM; in the data active = inhibition above about 16%, passing the limit was not always enough;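 also: cells stimulated with the agonist NPW; 0% = agonist with vehicle and 100% = vehicle without agonist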
Target sequence (P48145 whole entry, looked up): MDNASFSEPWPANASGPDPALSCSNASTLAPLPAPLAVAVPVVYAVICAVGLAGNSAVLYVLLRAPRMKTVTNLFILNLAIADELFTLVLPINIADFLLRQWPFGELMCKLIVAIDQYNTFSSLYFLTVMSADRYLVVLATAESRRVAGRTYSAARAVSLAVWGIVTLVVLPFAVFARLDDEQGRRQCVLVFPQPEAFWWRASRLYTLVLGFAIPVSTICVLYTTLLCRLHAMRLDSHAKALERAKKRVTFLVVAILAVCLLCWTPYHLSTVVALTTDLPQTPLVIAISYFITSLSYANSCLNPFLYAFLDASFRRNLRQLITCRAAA
* marks the source's active call; other numbers are inactive results; nt = not tested or not shown.

SMILES | TAAR1 antag | OXTR ag | M1 ag parental | CHO-K1 Ca PAM | OXTR potentiate | V1R ag counter | CHO-K1 Ca antag | CHO parental Ca | GPR7 antag
O=C(O)c1ccc(Oc2cc(Oc3ccc(C(=O)O)cc3)cc([N+](=O)[O-])c2)cc1 | 3 | 0.0 | 0.3 | 6 | -8 | -0.7 | -7 | 1 | -19
CCCSc1nc(=O)n2cc(C)ccc2n1 | -3 | -1.3 | 0.1 | 15 | -9 | -0.5 | -27 | -12 | -9
CC(C)OC(=O)c1nnn(-c2nonc2N)c1CN1CCCCCC1 | -24 | -1.9 | 0.3 | 16 | -4 | -1.4 | -14 | -14 | -4
O=C(CCNC(=O)c1ccccc1Cl)Nc1ccccc1N1CCCC1 | -22 | -1.0 | 0.4 | 9 | -6 | -0.4 | 5 | -17 | -1
COc1cccc(C(=O)NCCS(=O)(=O)NCc2ccccn2)c1 | -12 | -0.2 | 0.1 | -2 | 4 | 0.5 | 5 | 1 | nt
COc1ccc(CCNC(=O)COc2ccc(-c3ccc(C#N)cc3)cc2)cc1 | 6 | 2.1 | 1.2 | 11 | -8 | 5.6 | 3 | -6 | 4
COc1cc2c(cc1OC)C(C)N(C(=O)Cn1ncc3c1-c1cc(C)ccc1OC3)CC2 (stereo unspecified) | 11 | 2.2 | 0.7 | 18 | 5 | 0.3 | 0 | -25 | -5
O=C(COC(=O)c1ccccc1NCCO)NCCC1=CCCCC1 | -22 | -1.5 | 0.6 | 3 | -6 | -0.5 | -5 | -28 | nt
COC(=O)Cc1ccc(OC(=O)CCS(=O)(=O)c2ccc(Cl)cc2)cc1 | -36 | 0.0 | 1.0 | 5 | -1 | 1.1 | 4 | -4 | nt
Cc1ccc(-n2nc(C)c(=O)c(-c3ccccc3)c2NC(=O)c2cccs2)cc1 | -37 | -0.1 | 0.5 | 32 | 1 | -0.1 | -26 | -18 | -7
CCN(CC(=O)Nc1ccccc1OC)C(=O)CSCC(=O)Nc1cccc(C)c1 | 18 | nt | 1.2 | 17 | nt | nt | 4 | nt | nt
CC(=O)N(/N=C/c1cccc(C)c1)c1nc(-c2ccc(Br)cc2)cs1 | 4 | 0.6 | 0.1 | 5 | -6 | 1.4 | -6 | -10 | -4
O=C(NC1CCCC1)C(c1cccnc1)N(C(=O)c1csnn1)C1CC1 (stereo unspecified) | -9 | -0.4 | 0.4 | 11 | -2 | -0.9 | -4 | -2 | 6
CCN(CC)C(=O)c1[nH]cnc1C(=O)Nc1ccccc1F | -4 | nt | 0.1 | 12 | nt | nt | 4 | nt | nt
Cc1cc(C)c(S(=O)(=O)N2CCN(S(=O)(=O)N3CCC(C)CC3)CC2)c(C)c1 | -12 | -0.7 | 1.9 | -7 | 4 | 5.7 | 12 | -11 | -9
Cc1cc2c(cc1S(=O)(=O)Nc1cccc(C)c1C)OCC(=O)N2 | 12 | 0.8 | 1.8 | 9 | -10 | 4.3 | 3 | 5 | -5
COc1ccc(/C=N/NC(=O)c2cccnc2)cc1CN1CCc2ccccc2C1 | -9 | -0.9 | 0.2 | 0 | -3 | -1.0 | -4 | -15 | -5
CS(=O)(=O)N1CCN(C(=O)c2cc(-c3cccnc3)nc3ccc(Br)cc23)CC1 | 46 | 1.1 | 3.4 | 19 | -3 | 0.1 | -7 | 1 | -10
CCOC(=O)c1cc(CC)sc1NC(=O)Cc1ccccc1 | 6 | -1.4 | -0.4 | 12 | -5 | -0.3 | -14 | 14 | -13
CN(c1ccc(OCC(=O)N2CCOCC2)cc1)S(=O)(=O)c1ccc(Cl)cc1 | -4 | 3.4 | 1.8 | 4 | -2 | 1.2 | -11 | -19 | -6
COc1ccc(NC(=O)C2(C)CCCN2C(=O)C(C)C)cc1OC (stereo unspecified) | -22 | nt | 0.8 | 7 | nt | nt | -10 | nt | nt
CC(=O)c1cccc(NC(=O)CSc2nnc(-c3cccnc3)o2)c1 | -9 | 0.1 | 0.5 | 4 | -7 | 1.3 | -10 | -4 | -12
Cc1ccc(-c2nnc(SCc3ccc(C#N)cc3)n2Cc2ccco2)cc1 | 15 | -1.8 | 0.8 | 1 | -6 | 0.4 | 6 | -7 | 10
O=C(CCC(=O)c1cccs1)NCc1ccncc1 | 0 | 2.0 | 0.4 | 10 | 4 | 0.0 | -16 | -6 | 4
O=C(c1cc(-c2cccs2)on1)N1CCCc2ccccc21 | 3 | -0.5 | 0.3 | 10 | -7 | -1.4 | 8 | -9 | -9
N#CCc1c(C#N)c(N)nc(N2CCN(c3ccc(F)cc3)CC2)c1C#N | 34 | 0.8 | 2.9 | 10 | -4 | 1.3 | -7 | -15 | -6
CCc1ccc(NC(=O)C2CCCN2S(=O)(=O)c2ccc3c(c2)C(C)(C)C(=O)N3C)cc1 (stereo unspecified) | -6 | -0.9 | 0.8 | 0 | -10 | 0.1 | 10 | -32 | -7
COc1cc2c(cc1N)-c1ccc(N)cc1C2=O | 8 | nt | -0.2 | 21 | nt | nt | -16 | nt | nt
CN(C(=O)CC(NC(=O)c1ccccc1Cl)c1ccccc1)c1ccccc1 (stereo unspecified) | -5 | -1.0 | 0.7 | 15 | -5 | 0.3 | 5 | -21 | -12
CN(Cc1ccccc1)C(=O)C1CCN(S(=O)(=O)c2cc([N+](=O)[O-])ccc2Cl)CC1 | -2 | 1.3 | 2.9 | 3 | -9 | 3.7 | 10 | -13 | 4
O=C(CC(c1ccccc1)c1ccccc1)NCCO | -14 | 0.5 | 0.0 | 4 | -9 | 0.1 | -4 | -16 | -19
Cc1ccc(C2=NCCn3nc4cc(C(F)(F)F)ccc4c32)cc1 | 12 | -0.8 | 0.6 | 2 | 7 | -0.3 | -14 | -17 | nt
C[C@@H]1CN([C@@H](C)CO)C(=O)CCCn2nncc2CO[C@@H]1CN(C)S(=O)(=O)c1cccc(F)c1 | 3 | nt | 0.4 | -3 | nt | nt | -3 | nt | nt
Cc1nc(Cl)sc1C(=O)Nc1cccc(C(F)(F)F)c1 | -8 | nt | 2.0 | 21 | nt | nt | 1 | nt | nt
O=c1cc(CN2CCN(S(=O)(=O)c3ccccc3[N+](=O)[O-])CC2)nc2sccn12 | -14 | 0.0 | 1.4 | 17 | -4 | -0.4 | -8 | 1 | 17
Cc1ccc(S(=O)(=O)NCc2ccccc2)cc1C(=O)NCCc1ccc(S(N)(=O)=O)cc1 | 11 | 0.2 | 0.2 | 15 | 0 | 0.1 | -14 | -11 | nt
CCOC(=O)C(Cc1ccccc1)NC(=O)CCc1nnc2ccc(N3CCOCC3)nn12 (stereo unspecified) | -17 | -1.1 | 0.3 | 15 | -19 | 1.1 | -10 | 7 | -5
CC1CC(C)CN(S(=O)(=O)c2ccc3c(c2)CCN3C(=O)CCC(=O)O)C1 (stereo unspecified) | nt | 0.6 | 0.6 | -5 | -3 | 0.6 | -12 | 4 | -9
Oc1c(Br)cc(Br)cc1/C=N/c1nc2c(s1)CCCC2 | nt | -0.6 | 0.7 | 4 | -10 | -0.2 | 5 | -3 | 10
COc1ccc(C(=O)CSc2n[nH]c(N)n2)cc1 | 1 | 0.2 | 0.0 | 11 | -3 | 0.3 | -8 | 3 | -10
CSc1ncc(C(=O)Nc2ccc(Cl)cc2)c(C)n1 | -22 | 1.1 | 2.1 | -1 | -5 | 1.4 | -11 | -7 | -6
CCCCNc1nc2cccnc2s1 | 3 | -1.5 | 1.2 | 7 | 0 | -0.8 | -7 | -24 | -7
Cc1ccc(N2C(=O)C(CN(C)C)C2c2ccccc2)cc1 (stereo unspecified) | -13 | 1.2 | 0.0 | 10 | -16 | 0.5 | -1 | -19 | -8
CC(=O)c1c(C)[nH]c(C(=O)Nc2nccs2)c1C | -11 | 0.4 | 0.3 | 9 | -5 | -0.4 | 2 | -19 | -4
COC(=O)c1cnc(Oc2c(Cl)cc(N)cc2Cl)cc1C(F)(F)F | -24 | -1.0 | 4.8 | 28 | 5 | 0.3 | -15 | -27 | -24
O=c1cc(Nc2ccc3c(c2)OCCO3)[nH]c(=O)n1C1CCCCC1 | 9 | 4.3 | 7.2 | 16 | -11 | 3.4 | -2 | -17 | 8
CC(=O)C1=C(C)NC(SCC(=O)c2ccc(F)cc2)=C(C#N)C1c1ccco1 (stereo unspecified) | 51* | 3.6 | 4.2 | 10 | -8 | 1.9 | -19 | 1 | -3
CN(C)CCCNc1oc(/C=C/c2ccccc2)nc1C#N | -31 | 4.8 | 0.7 | 13 | -2 | 2.2 | 11 | -14 | -16
CC1CCc2c(sc3nc(SCC(=O)NCc4ccco4)nc(N)c23)C1 (stereo unspecified) | -8 | 1.5 | 1.8 | 20 | -9 | 2.6 | -12 | -8 | 0
COc1cc(OC)cc(-c2c(C#Cc3ccsc3)c3cc(-c4ccc(CN5CCOCC5)cc4)ccc3n2C)c1 | 8 | 1.7 | 0.6 | 9 | -5 | -0.1 | -2 | -6 | nt
Cc1cc(S(=O)(=O)n2ccnc2)c(Cl)cc1Cl | 2 | 0.1 | 0.8 | 21 | 2 | 1.1 | -2 | 3 | -11
CCCCC(=O)Nc1nnc(/C=C/c2ccc(OC)cc2)s1 | nt | -0.2 | 0.2 | 11 | -2 | 0.0 | -4 | -7 | -3
COC(=O)c1ccccc1NC(=O)N1c2ccccc2Sc2ccccc21 | -20 | -2.4 | 0.0 | 27 | -8 | -1.0 | -15 | -34 | -14
CCCC(C)NC(=S)Nc1cc(C)cc(C)c1 (stereo unspecified) | -32 | -2.1 | 0.2 | -1 | -20 | -2.2 | -4 | -20 | -10
COc1ccccc1-c1cnc2c(Nc3cccc(OC(F)(F)C(F)F)c3)nccn12 | 39 | nt | 1.0 | -13 | nt | nt | 17 | nt | nt
Cc1ccn2c(NC3CCCCC3)c(C)nc2c1 | 4 | 0.2 | -0.4 | 15 | -7 | 0.1 | -2 | -10 | -8
CCCCc1cc(=O)oc2cc(OCC(=O)N3C[C@H]4C[C@@H](C3)c3cccc(=O)n3C4)ccc12 | -2 | -0.6 | -0.2 | 6 | 0 | -0.2 | 7 | -12 | -9

Screening data (PubChem BioAssay)

Random draw from the library. About 3.5% of those tested had a hit in this group.
